NPR2 activator – GC-B (human) receptor activation; P20594; HEK293-GC-B cells, CNP EC30, cGMP TR-FRET; 0% at EC30 CNP, 100% saturating CNP; actives 0.11% (n = 370,000); activation, % at 10 µM;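 active means activation at 10 µM reaching about 35% in either raw or pattern-adjusted values, limit read from the data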
HTRA1 inhibitor – inhibitors of human serine peptidase HTRA1 | inhibition, % at 5.96 µM | Q92743 | actives 0.5% (n = 340,000) | recombinant HTRA1, FP-rhodamine activity-based probe, fluorescence polarization; in the data active means inhibition above about 36%;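 further: 0% = enzyme with DMSO and 100% = wells lacking enzyme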
Target sequence (Q92743 whole entry, looked up): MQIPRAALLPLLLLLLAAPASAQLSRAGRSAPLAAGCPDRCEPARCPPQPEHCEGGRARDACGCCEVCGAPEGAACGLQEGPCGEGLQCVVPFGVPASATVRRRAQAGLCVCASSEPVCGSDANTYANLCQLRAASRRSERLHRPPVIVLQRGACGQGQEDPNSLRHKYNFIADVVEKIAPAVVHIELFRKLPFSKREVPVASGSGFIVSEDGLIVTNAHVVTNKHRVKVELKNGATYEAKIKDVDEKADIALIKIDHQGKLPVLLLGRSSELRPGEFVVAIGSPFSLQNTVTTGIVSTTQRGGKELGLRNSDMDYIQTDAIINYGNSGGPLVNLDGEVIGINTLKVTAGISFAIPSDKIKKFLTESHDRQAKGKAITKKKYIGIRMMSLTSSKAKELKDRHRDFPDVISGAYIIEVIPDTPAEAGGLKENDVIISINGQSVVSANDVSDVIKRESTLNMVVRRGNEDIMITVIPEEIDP
SIAE inh – inhibitors of human sialic acid acetylesterase SIAE; Q9HAT2; SIAE FP-Rh probe binding, fluorescence polarization; inhibition, % at 9.66 µM; actives 0.69% (n = 370,000); AID 1053197;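 active means inhibition above a cutoff: mean of compounds within the control limits plus 3 SD of those, cut at about 17% in these data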;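 further: 0% = plate median of compound wells and 100% = probe without SIAE protein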
Target sequence (Q9HAT2 whole entry, looked up): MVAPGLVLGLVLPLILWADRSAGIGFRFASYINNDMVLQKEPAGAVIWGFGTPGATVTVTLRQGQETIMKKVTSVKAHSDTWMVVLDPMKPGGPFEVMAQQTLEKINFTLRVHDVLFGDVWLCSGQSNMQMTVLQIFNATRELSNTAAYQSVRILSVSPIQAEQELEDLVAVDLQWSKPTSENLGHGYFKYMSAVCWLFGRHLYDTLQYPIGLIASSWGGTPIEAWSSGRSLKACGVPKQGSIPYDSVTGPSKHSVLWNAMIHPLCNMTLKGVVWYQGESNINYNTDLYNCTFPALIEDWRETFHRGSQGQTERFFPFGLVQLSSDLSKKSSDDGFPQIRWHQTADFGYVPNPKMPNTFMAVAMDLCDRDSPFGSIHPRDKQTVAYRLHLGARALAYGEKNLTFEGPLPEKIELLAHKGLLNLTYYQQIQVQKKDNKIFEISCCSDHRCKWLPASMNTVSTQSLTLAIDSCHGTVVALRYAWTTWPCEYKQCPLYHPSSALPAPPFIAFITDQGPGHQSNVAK
NPR1 activator – GC-A (human) enzyme activation. P16066. HEK293 GC-A cells, cGMP TR-FRET, EC30 ANP; 0% at EC30 ANP, 100% saturating ANP. activation, % at 10 µM. actives 0.14% (n = 370,000); in the data active means activation above about 40%
UHRF1 MBD2 ctr – human UHRF1 methylated DNA binding inhibitors; AID 687016; actives 0.75% (n = 370,000); inhibition, % at 4.4 µM; Q96T88; UHRF1 binding to methylated oligo, TR-FRET; in the data active means inhibition above about 21%;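 further: UHRF1 SRA domain binding a hemimethylated CpG hairpin DNA probe; 0% = median of test compound wells and 100% = reference inhibitor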
TCR-CD3 inh – human TCR-CD3 binding inhibition; TAMRA-labeled TCR probe fluorescence, biochemical; inhibition, % at 9.4 µM; actives 0.37% (n = 360,000); AID 651800; in the data active means inhibition above about 19%;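 further: recombinant mutant TCR 2C K166C tagged with TAMRA read by polarization; 0% = receptor in buffer alone and 100% = receptor with positive control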
ABHD4 inh – inhibitors of mouse ABHD4. Q8VD66. purified mABHD4, FP-Rh probe fluorescence polarization. inhibition, % at 8.92 µM. actives 0.54% (n = 370,000);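 active means inhibition exceeding the mean over every tested compound plus 3 SD, cut at about 30% in these data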;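 further: 0% = plate median of compound wells and 100% = S159A mutant with DMSO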
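Assay system: Wild-type mouse ABHD4 protein | Medium: HEPES pH 7.0 buffer, 150 mM NaCl, 0.01% Pluronic F-127 | Incubation: Enzyme–compound pre-incubation 45 min, then probe 60 min, both 25 °C | Technique: Fluorescence polarization with parallel and perpendicular emission, 525/598 nm | Evaluation: % inhibition of FP-Rh probe binding versus controls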
PRMT1 FP inh – blocks human protein arginine methyltransferase 1. inhibition, % at 2.79 µM. Q99873. actives 1.3% (n = 370,000). recombinant PRMT1, activity-based probe fluorescence polarization;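 active means inhibition above about 21% made by adding two undisclosed values, limit read from the data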
MBD2 inh – blocks human MBD2 binding to methylated DNA; Q9UBB5; TR-FRET, MBD2 binding to methylated oligonucleotide; inhibition, % at 4.4 µM; actives 0.31% (n = 370,000); AID 686964; in the data active means inhibition above about 13%
rCAG RNA binder – r(CAG) repeat RNA binding | actives 1.3% (n = 370,000) | TO-PRO-1 dye displacement fluorescence | inhibition, % at 3 µM;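 active means inhibition above the plate cutoff, the mean of all test compounds on that plate plus 3 SD, cut at about 35% in these data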;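 further: 0% = DMSO alone and 100% = 100 µM mitoxantrone as full dye displacement; higher means more dye released from RNA so lower well fluorescence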
Numbers without * were called inactive; x = no result given.

The line under a structure holds: UHRF1 MBD2 ctr	PRMT1 FP inh	TCR-CD3 inh	NPR2 activator	ABHD4 inh	HTRA1 inhibitor	NPR1 activator	MBD2 inh	SIAE inh	rCAG RNA binder
- COc1cc(C2CC(c3cccs3)=NN2C(=O)CCl)ccc1OC(F)F (stereo not given)
  -1	-2	1	2	-7	1	-17	1	11	0
- Cc1ccc(NC(=O)CN2CCc3ccccc3C2)cc1S(=O)(=O)N1CCOCC1
  -2	0	5	7	0	-1	1	-2	6	-1
- CCCCCOc1ccc(C(=O)OCC(=O)Nc2cc(C)on2)cc1
  5	-1	1	2	4	-11	1	3	1	1
- CN1CCN(/N=C/c2ccc(-c3ccc([N+](=O)[O-])cc3)o2)CC1
  -11	7	-8	-5	0	-3	-3	-14	7	-4
- O=C(COC(=O)c1ccc([N+](=O)[O-])s1)Nc1ccc(Cl)cn1
  5	2	3	-2	4	29	-7	-6	-2	9
- COc1ccc(N2C(=O)CC3(CCCC3)CC2=O)cc1
  -1	-1	0	6	1	-1	-1	-5	2	-2
- COCc1nc(-c2ccc(-c3ccccc3)nc2OC)no1
  -3	-1	3	-5	-1	-2	1	0	-5	-1
- COCCCn1c(C)cc(C(=O)CN2c3cccc4cccc(c34)S2(=O)=O)c1C
  1	7	-4	1	3	-1	1	-1	-2	7
- O=C(c1cc2ncc(Br)cn2n1)N1CCOCC1
  1	-2	2	-3	0	3	3	5	5	1
- CN(C1CCCCC1)S(=O)(=O)c1ccc2c(c1)c(=O)c(C(=O)N1CCc3ccccc3C1)cn2C
  3	3	0	5	4	4	4	-2	-3	3
- CN(c1ccccc1C(=O)O)S(=O)(=O)c1ccc2[nH]c(=O)[nH]c2c1
  7	-2	5	2	1	3	2	-4	1	2
- C/C(=N\NC(=O)CSCc1ccc([N+](=O)[O-])cc1)c1ccccc1
  30*	0	-4	-7	5	-3	1	1	-4	-1
- COc1ccc(-c2cc(C(F)F)n3ncc(C(=O)Nc4ccc(C(=O)N5CCOCC5)cc4)c3n2)cc1
  5	-1	-2	4	-3	2	6	-1	-18	3
- CCc1nnc(NC(=O)CN2CCN(c3ccccc3F)CC2)s1
  0	1	0	5	2	2	-1	4	2	-5
- CCOc1ccc(N/C=C/C(=O)c2ccc(OC)cc2)c([N+](=O)[O-])c1
  -4	-1	5	-9	2	-2	-10	-2	-11	2
- Cc1ccccc1Nc1ncnc2c1cnn2C
  -2	1	-10	2	6	5	1	3	-4	-3
- CN(C)/C=C1/N=C(c2ccccc2)OC1=O
  -2	-1	2	-9	-2	-3	-4	1	2	0
- CCOC(=O)N(C)[C@H]1C[C@H]2c3[nH]c4c(-c5ccc6c(c5)OCO6)cccc4c3CCN2C(=O)[C@H]1[C@H](C)O
  -1	0	x	-7	-4	x	-7	0	-6	9
- O=c1cc(C(F)(F)F)[nH]c2ccc(OC(F)(F)F)cc12
  -1	1	-1	1	3	x	-4	-4	0	1
- CCOC(=O)c1nc(C)n(-c2cc(OC)c(Cl)cc2Cl)n1
  -1	-3	8	7	-1	2	0	4	1	-6
- CCC(=O)c1ccc(OCC(=O)OCC(=O)c2cc(C)n(C3CC3)c2C)cc1
  -4	0	3	-2	3	3	8	3	9	-2
- O=C(NC1CCCCCC1)C1C2C=CC3(CN(Cc4cccnc4)C(=O)C13)O2 (stereo not given)
  2	3	-2	4	-9	-3	3	0	1	-1
- N#CC1=C(N)Oc2n[nH]c(-c3cccs3)c2C1c1ccsc1 (stereo not given)
  -7	4	-3	1	6	-2	-7	1	3	16
- O=C(C[n+]1cccc(Br)c1)c1cccs1
  -2	11	4	3	4	5	7	2	0	1
- O=[N+]([O-])c1cc(C(F)(F)F)c(Cl)cc1N1CCN(CCO)CC1
  -4	-3	-6	4	1	-1	6	0	-2	0
- O=C1S/C(=C\c2ccc(Cl)cc2)C(=O)N1CCn1cnnn1
  -6	2	8	-2	0	3	5	-6	1	1
- Cc1cc(C(=O)COc2cccnc2[N+](=O)[O-])c(C)n1Cc1ccco1
  -2	10	-5	-1	3	0	1	-4	-3	-2
- COc1ccc2c(c1)c(=O)c(C(=O)c1ccc(Cl)cc1)cn2CC(=O)Nc1ccc(F)cc1
  0	0	-1	5	5	-13	0	-5	-14	4
- CC(=O)OCC(=O)[C@@]12OC3(CCCC3)O[C@@H]1C[C@H]1[C@@H]3CCC4=CC(=O)C=C[C@]4(C)[C@@]3(F)[C@@H](O)C[C@@]12C
  3	-5	-3	-11	-8	-20	-7	-1	-9	4
- Cc1cccc(C(C)(C)C)c1OCCOCCN1CCCC1
  3	0	2	10	11	-1	5	0	1	0

3 structures already listed, arranged by number of heavy atoms, smallest number first.
The line under a structure holds: UHRF1 MBD2 ctr	PRMT1 FP inh	TCR-CD3 inh	NPR2 activator	ABHD4 inh	HTRA1 inhibitor	NPR1 activator	MBD2 inh	SIAE inh	rCAG RNA binder
- O=[N+]([O-])c1cc(C(F)(F)F)c(Cl)cc1N1CCN(CCO)CC1
  -4	-3	-6	4	1	-1	6	0	-2	0
- CCCCCOc1ccc(C(=O)OCC(=O)Nc2cc(C)on2)cc1
  5	-1	1	2	4	-11	1	3	1	1
- COc1cc(C2CC(c3cccs3)=NN2C(=O)CCl)ccc1OC(F)F (stereo not given)
  -1	-2	1	2	-7	1	-17	1	11	0

Shown as a hit in UHRF1 MBD2 ctr (from the list above):
SMILES	UHRF1 MBD2 ctr	PRMT1 FP inh	TCR-CD3 inh	NPR2 activator	ABHD4 inh	HTRA1 inhibitor	NPR1 activator	MBD2 inh	SIAE inh
C/C(=N\NC(=O)CSCc1ccc([N+](=O)[O-])cc1)c1ccccc1	30*	0	-4	-7	5	-3	1	1	-4

The results go on:
The line under a structure holds: UHRF1 MBD2 ctr	PRMT1 FP inh	TCR-CD3 inh	NPR2 activator	ABHD4 inh	HTRA1 inhibitor	NPR1 activator	MBD2 inh	SIAE inh	rCAG RNA binder
- Cc1cc(C)n2nc(SCC(=O)N(CCC#N)c3ccc(F)cc3)nc2n1
  0	-2	-3	2	-1	-4	11	-1	-3	1
- CCN(CC)c1ccc2cc(-c3nnc(-c4ccncc4)o3)c(=O)oc2c1
  -55	-24	4	9	2	-3	5	-7	3	-51
- COC(=O)C1CCN(C(=O)Nc2ccccc2)CC1
  2	0	0	4	-1	-1	-4	1	-5	2
- Cc1nnc(N/N=C/c2ccccc2F)n1N
  8	3	-1	-3	14	6	6	-2	-3	0
- CC(C)C1CC(=O)NC(SCC(=O)Nc2ccc(Br)cc2)=C1C#N (stereo not given)
  2	2	-7	-1	-9	-3	-3	6	-6	6
- Cc1nnc(Sc2c(N)n(C)c(=O)n(C)c2=O)s1
  1	-1	6	-1	-1	2	2	4	4	0
- CCN(C(=O)c1cc2c(=O)[nH]c3ccc(C)cc3c2s1)c1ccc(F)cc1
  4	9	-2	4	-8	-13	-2	7	-8	4
- C[C@H](c1ccccc1)N1C[C@@H](COCc2ccccc2)Oc2cccc(Oc3ccc(C(C)(C)C)cc3)c2S1(=O)=O
  1	1	7	-5	0	x	3	-3	3	4
- O=C(CCc1nc2ccccc2[nH]1)Nc1ccccc1
  3	-2	3	-11	-3	-1	-1	2	-3	1
- CCOC(=O)N1CCC(NC(=O)C(Cc2ccccc2)NC(=O)C2CCCCC2)CC1 (stereo not given)
  1	-2	3	-1	-1	6	2	0	-8	-5
- CC(C)=NNC(=O)CN1C(=O)NC2NC(=O)NC21 (stereo not given)
  1	-1	5	-4	3	3	1	-5	4	-3
- CC(c1ccccn1)C(C)(O)C(C)c1ccccn1 (stereo not given)
  0	-2	-7	-3	3	2	0	4	-2	1
- CC(=O)N1c2ccccc2C(=O)OC1c1cccnc1 (stereo not given)
  1	-1	0	8	-2	4	0	3	-4	2
- CCOC(=O)c1c(CSc2ccc(CC)cc2)oc2ccc(O)c(CN(C)C)c12
  0	1	-2	-14	9	3	-27	1	-21	8
- CCCOc1ccc(CNC(=O)CCC(=O)n2ncc3cc(C)ccc32)cc1
  -1	-1	8	-1	-2	-4	-1	0	3	4
- CCc1nc(N2CCN(C(=O)c3ccco3)CC2)c(C#N)c2c1COC(C)(C)C2
  -1	1	-2	0	4	-3	3	3	2	-5
- C=CCc1ccc(OCCCOc2ccc(C)c(C)c2)c(OC)c1
  0	-4	3	2	-14	-6	1	-2	-7	1
- Cc1cccc(C2=NOC(=O)/C2=C\c2ccccc2F)c1
  -1	-8	4	-3	0	-3	-1	1	2	1
- O=C1NCCN(Cc2ccoc2)C1CC(=O)N(CCO)Cc1ccccc1 (stereo not given)
  4	0	4	-1	-1	6	2	5	3	2
- Cc1ccc(S(=O)(=O)N[C@H](C(=O)OCn2nnc3ccccc3c2=O)C(C)C)cc1
  -2	1	0	8	5	-4	5	4	-9	-1
- O=C(CSc1ccc2nnc(-c3ccccn3)n2n1)Nc1ccc(F)cc1F
  1	-1	3	-4	4	0	-1	-2	-7	2
- CSCCC(NC(=O)COc1ccccc1)C(=O)N1CCN(c2ccccc2Cl)CC1 (stereo not given)
  2	-4	5	6	-4	-9	-6	2	-7	-4
- Cc1cc(C)nc(-n2nc(C)cc2NC(=O)COC(=O)CCC(=O)c2cccs2)n1
  10	2	3	-10	-3	4	-3	12	3	-9
- Cc1ccc(NC(=O)CN2CCc3cc4c(cc3C2C)OCCCO4)cc1C (stereo not given)
  -2	-1	4	1	5	-21	-3	-4	-2	-5
- CCCN(CC(=O)c1cc(C)n(C)c1C)S(=O)(=O)c1cccc(C(F)(F)F)c1
  -1	2	-5	0	-2	-3	2	-2	5	-9
- C/[N+]([O-])=C\CC(=O)c1ccc(-c2ccccc2)cc1
  0	-1	-3	2	-5	-4	6	5	1	1
- O=C(/C=C/c1ccccc1)Oc1cccc(C(=S)N2CCOCC2)c1
  -1	-1	1	-2	0	-8	-2	1	-6	-3
- CCOc1cccc(-c2cc(C(=O)NN)[nH]n2)c1
  -2	-4	-1	-3	-8	-37	1	-3	-6	8
- COc1ccc(C2C3=C(CC(C)(C)CC3=O)Nc3c2c(=O)[nH]c(=O)n3Cc2ccccc2)cc1OC (stereo not given)
  2	-2	-13	7	-8	-1	1	-3	3	9
- C[C@H](CO)N1C[C@H](C)[C@@H](CN(C)C(=O)Nc2ccc3c(c2)OCO3)Oc2c(NC(=O)Nc3ccc4c(c3)OCO4)cccc2C1=O
  0	1	1	6	5	-3	2	2	6	8
- COc1ccc(S(=O)(=O)N2CCOC2CNC(=O)C(=O)NCc2cccnc2)cc1C (stereo not given)
  1	-1	-4	5	3	6	-1	-3	0	7
- COCCCn1c(SCc2ccc(OC)cc2)nc2cc(OC)c(OC)cc2c1=N
  5	7	7	18	-20	-11	16	8	1	6
- O=C(CN1CCN(c2ccccn2)CC1)Nc1cc(C(F)(F)F)ccc1Cl
  0	1	6	-3	-9	-11	0	2	1	-10
- CCOC(=O)CCC(NC(=O)CC(=O)NC(CCC(=O)OCC)C(=O)OCC)C(=O)OCC (stereo not given)
  36*	6	-1	3	-2	2	0	-2	-1	-11
- CCc1nc2ccc(C(=O)NCCOc3ccc(OC)cc3)cn2c1N(C)CCCc1ccccc1
  1	7	0	0	-6	x	-5	5	9	5
- CCCCNC(=O)c1c[nH]c2ccc(S(=O)(=O)Nc3ccc(OCC)cc3)cc2c1=O
  1	0	-3	2	-7	-15	6	3	-3	17
- Cc1cccnc1CN1CCN(Cc2nc(C(c3ccccc3)c3ccccc3)no2)CC1
  -2	-2	0	-1	-2	-9	2	-4	4	-8
- COc1ccc(NC(=O)CN(C)C(=O)CNC(=O)C2CCCCC2)cc1
  -1	-5	5	-3	-5	2	0	0	3	-4
- C[C@H]1COC(=O)[C@@H](Cc2ccc(F)cc2)CC/C=C/C[C@H](CC(=O)N(CCO)Cc2ccccc2)C(=O)N1
  -3	-1	0	10	6	-6	-3	2	8	-11

Screening results (PubChem BioAssay)

Only part of the results is shown (hit frequency here may not be typical).
